KCNK3 inh – human KCNK3 channel inhibition, primary screen; O14649; 340,000 compounds, 0.84% hits; CHO-KCNK3 thallium flux, FluxOR fluorescence; stronger effect = lower value; B-score at 10 µM;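 active means B-score under library mean minus 4 SD, starting fluorescence ratio at most library mean plus 5 SD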;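 further: more negative B-score means stronger inhibition of thallium flux through KCNK3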
Target sequence (O14649 whole entry, looked up): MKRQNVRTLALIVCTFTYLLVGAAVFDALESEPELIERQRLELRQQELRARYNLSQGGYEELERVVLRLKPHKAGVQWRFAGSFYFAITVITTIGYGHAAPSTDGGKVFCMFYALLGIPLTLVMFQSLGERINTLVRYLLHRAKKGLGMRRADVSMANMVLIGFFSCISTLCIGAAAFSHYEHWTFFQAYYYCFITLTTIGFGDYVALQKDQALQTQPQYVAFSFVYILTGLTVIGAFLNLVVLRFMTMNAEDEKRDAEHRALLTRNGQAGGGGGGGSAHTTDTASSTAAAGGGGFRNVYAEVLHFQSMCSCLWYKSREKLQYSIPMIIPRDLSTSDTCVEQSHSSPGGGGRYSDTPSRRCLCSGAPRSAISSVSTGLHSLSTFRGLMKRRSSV
ANO1 activ – activates or potentiates the mouse TMEM16A chloride channel; HEK293 TMEM16A/YFP-H148Q/I152L, iodide quench fluorescence; stronger effect = lower value; B-score at 10 µM; 340,000 compounds, 0.3% hits;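 active means fluorescence-ratio B-score plate-corrected deviation score at least 3 library SD below zero, with starting fluorescence score within 5 deviations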;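 further: channel opened by trigger with iodide after compound preincubation; score built on the fluorescence ratio of max minus min over baseline; more negative score means more quench and so TMEM16A activation or potentiation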
An asterisk follows results filed as active; i = inactive. The list is partial. The share of hits here may be higher or lower than overall.

KCNK3 inh	ANO1 activ	Structure
i	i	Cc1ccc(S(=O)(=O)Nc2cccc3c2O[C@H](CN(C)C(=O)Nc2cccc4ccccc24)[C@H](C)CN([C@H](C)CO)C3=O)cc1
i	i	COc1ccc(C)cc1NC(=O)C1CCCCN1S(=O)(=O)c1ccccc1 (configuration not stated)
i	i	CC(C)n1ncc2c(C(=O)NCc3ccccc3CN(C)C)cc(C3CC3)nc21
i	i	CC(NC(=O)CN1C(=O)NC2(CCCCC2)C1=O)c1ccc(S(N)(=O)=O)cc1 (configuration not stated)
i	i	ON=C1c2ccccc2-c2ccc(O)cc21
i	i	CC1CCc2c(sc(NC(=O)c3ccc(N4C(=O)CCC4=O)cc3)c2C(N)=O)C1 (configuration not stated)
i	i	O=C1C=C(c2cccc(Br)c2)C[C@@H](c2ccc3c(c2)OCO3)C1
i	i	O=C(CC(O)c1ccccc1)Nc1ccccn1 (configuration not stated)
i	i	NC(=O)c1ccc(N2CCN(S(=O)(=O)c3cccs3)CC2)c([N+](=O)[O-])c1
i	i	CCOc1ccc(OCC(=O)OC(C)C(=O)NC2CCCC2)cc1 (configuration not stated)
i	i	Cc1ccc(S(=O)(=O)NCC(NCc2ccc(F)cc2)c2ccccc2)cc1 (configuration not stated)
i	i	COc1ccc(OCCCC(=O)ON=C(N)c2ccccc2C)cc1
i	i	CC(C)(OC(=O)c1cccs1)c1cc2ccccc2c(=O)o1
i	i	Cc1ccc(NS(=O)(=O)c2cccc(C(=O)Nc3cccnc3)c2)c(C)c1
i	i	O=C(COC(=O)c1cc(S(=O)(=O)N2CCOCC2)ccc1Cl)Nc1ccccc1Cl
i	i	COc1ccc2c(c1)[C@H]1[C@H](CO2)[C@H](c2ccccc2)[C@]2(C)C(=O)N(CC3CCCO3)CC(=O)N12 (some centres not stated)
i	i	CC(C)Oc1ccc(S(=O)(=O)N2CCOCC2)cc1NC(=O)CCCSc1ccccc1
i	-17.2*	CC(=O)OCC1(O)CC23CCC4c5ccoc5CCC4(C)C2CCC1C3 (configuration not stated)
i	i	C=CCN1C(=O)C(=O)N(CC(=O)c2ccc3c(c2)CCCC3)C1=O
i	i	O=C(NNC(=O)C1CC1)c1cc(=O)[nH]c2ccccc12
i	i	CN(CC(=O)Nc1cccc(F)c1)C(=O)c1cc(S(=O)(=O)N2CCN(c3ccccc3)CC2)ccc1Cl
i	i	O=C(CN1CCCCC1)NC(=O)Nc1ccccc1F
i	i	CN1C(=O)C(N=Nc2ccc([N+](=O)[O-])cc2)SC1=S (configuration not stated)
i	i	CC(C)(C)c1ccc(NC(=O)CSc2n[nH]c(=O)n2C2CC2)cc1
i	i	CC(C)[C@H](NS(=O)(=O)c1ccccc1)C(=O)Nc1ccccc1N1CCOCC1
i	i	O=C(O)C1CC(O)CN1S(=O)(=O)c1ccc2ccccc2c1 (configuration not stated)
i	i	COc1ccc(C(=O)C2CC2)cc1
i	i	COc1ccc(C)cc1NC(=O)CO/N=C(\N)CC(=O)Nc1ccccc1OC
i	i	O=C(NC(=S)Nc1ccc(Br)cc1F)C1CCCCC1
i	i	COc1ccc(S(=O)(=O)N(C)C[C@H]2Oc3c(cccc3N(C)C)C(=O)N([C@H](C)CO)C[C@@H]2C)cc1
i	i	COCCCn1c(=N)c(C(=O)NCc2ccc3c(c2)OCO3)cc2c(=O)n3cccc(C)c3nc21
i	i	COc1ccccc1NC(=O)COC(=O)CCc1ccc(S(=O)(=O)N2CCOCC2)cc1
i	i	Cc1noc(C)c1C(=O)OCC(=O)N1CCc2ccccc21
i	i	COc1ccc(NC(=O)CSc2nnc(C3CC3)n2C)cc1S(=O)(=O)N1CCOCC1
i	i	COc1cccc(C(CNC(=O)c2ccc(Cl)c(S(=O)(=O)N3CCCC3)c2)N(C)C)c1 (configuration not stated)
i	i	CC(=O)Nc1ccc(S(=O)(=O)NNC(=O)CCC(=O)NCc2ccccc2)cc1
i	i	CCN(CC)S(=O)(=O)c1ccc(N2CCCC2)c(NC(=O)C2=NN(c3ccccc3)C(=O)CC2)c1
i	i	O=C(c1ccc2c(c1)OCO2)N1CCN(CCN2C(=O)c3cccc4cccc(c34)C2=O)CC1
i	i	O=S(=O)(NC1CCCCCC1)c1cccc(Cl)c1
i	i	C=CCn1cnc2c(c1=O)c1nc3ccccc3nc1n2/N=C/c1cccc(OC)c1
i	i	CC1CC(C)CN(C(=O)COC(=O)/C=C/c2ccco2)C1 (configuration not stated)
i	i	CS(=O)(=O)c1ccc(NC(=O)c2cccc(-n3cnnn3)c2)cc1
i	i	CC1(CCOCc2ccccc2)NC(=O)NC1=O (configuration not stated)
i	i	COc1ccc(S(=O)(=O)Nc2ccccc2C(=O)NC2CC2)cc1NC(C)=O
i	i	O=C(NN=Cc1ccccc1O)c1cccc([N+](=O)[O-])c1
i	i	COc1ccc(CCC(=O)Nc2cc(S(=O)(=O)N3CCOCC3)ccc2OC(C)C)cc1
i	i	CC1(C)CC(=O)C=C(c2ccc3ccccc3c2)C1
i	i	CCOC(=O)N1CCN(C(=O)c2ccc(Cl)c(NC(=O)c3cccs3)c2)CC1
i	i	O=C(NNC(=O)c1ccc2ccccc2c1)c1cccc(F)c1
i	i	CCCSc1ccc([C@H]2N[C@@](Cc3ccccc3)(C(=O)OC)[C@H]3C(=O)N(C)C(=O)[C@@H]23)cc1

As a short view, some entries already given:
KCNK3 inh	ANO1 activ	Structure
i	i	O=C(NNC(=O)c1ccc2ccccc2c1)c1cccc(F)c1
i	i	CCCSc1ccc([C@H]2N[C@@](Cc3ccccc3)(C(=O)OC)[C@H]3C(=O)N(C)C(=O)[C@@H]23)cc1

The list goes on.
KCNK3 inh	ANO1 activ	Structure
i	i	COc1c(O)cc(O)c2c(=O)cc(-c3ccccc3)oc12
i	i	O=C1c2ccc(Cl)cc2S(=O)(=O)c2cccc(C(=O)N3CCN(c4ccc(Cl)cn4)CC3)c21
i	i	CCCCc1c(C)nc2ccc(Br)cc2c1SC(N)N
i	i	Cc1ccc(Cl)c(OCC(=O)OCC(=O)c2ccc[nH]2)c1
i	i	CN(C)c1ncnc2c1C(c1ccccc1)C(C)(C)O2 (configuration not stated)
i	i	CCCCc1ccc(NS(=O)(=O)c2cccc(C(=O)N3CCNC(=O)C3)c2)cc1
i	i	COc1ccc(C(=O)OC(C)C(=O)NCC2CCCCC2)cc1S(=O)(=O)N1CCOCC1 (configuration not stated)
i	i	Cc1ccccc1C(=O)N1CCC2CC1c1cc(-c3ccc(F)cc3)ccc12 (configuration not stated)
i	i	Cc1ccc(NC(=O)C2CCCN(C3=NS(=O)(=O)c4ccccc43)C2)c(O)c1 (configuration not stated)
i	i	Cc1ccc(S(=O)(=O)N2CCN(C(=O)COC(=O)CSc3cc(C)ccc3C)CC2)c(C)c1
i	i	COc1ccc(NC(=O)COc2ccc(-n3cnnn3)cc2)cc1OC
i	i	COc1ccccc1CCNC(=O)c1cc(-c2ccccn2)nc2ccccc12
i	i	O=C(CN1CCN(S(=O)(=O)c2ccc(Cl)cc2)CC1)N1CCCC1
i	i	CCOc1ccc(-n2c(SCC(=O)Nc3ccc4c(c3)OCO4)nc3c(c2=O)SCC3)cc1
i	i	CC(C)[C@H](NS(=O)(=O)c1ccccc1F)C(=O)NC1CCCCC1
i	i	CCc1ccccc1NC(=O)CN(C)C(=O)COC(=O)c1ccccc1Cl
i	i	CCOC(=O)C1CCN(C(=O)c2cccc(S(=O)(=O)N(CC)c3ccccc3)c2)CC1
i	i	Cc1cc(C(=O)NCC(=O)OC(C)C(=O)N2CCOCC2)ccc1[N+](=O)[O-] (configuration not stated)
i	i	CCN(CC(=O)NCc1ccc(F)cc1)CC(=O)Nc1ccc(Br)cc1F
i	i	CN(Cc1ccccc1)C(=O)COC(=O)CCC(=O)c1ccc(F)cc1
i	i	CCOc1ccc(N2CC(C(=O)NNC(=O)c3ccc(F)cc3)CC2=O)cc1 (configuration not stated)
i	i	O=C(CCc1ccccc1)Nc1cccc(S(=O)(=O)N2CCOCC2)c1
i	i	O=C(CN1C(=O)C(=O)N(C2CCCC2)C1=O)Nc1ccc(OC(F)F)cc1
i	i	Cc1cccc(NC(=O)COC(=O)CC2CCCC2)c1C
i	i	CCCCNc1c(-c2ccc(OC)c(Sc3ccc(OC)cc3)c2)nc2ccc(Cl)cn12
i	i	CC1=CC(=NNS(=O)(=O)c2ccc([N+](=O)[O-])cc2)CC(C)(C)C1
i	i	C[C@H]1CN([C@@H](C)CO)C(=O)c2cccc(NS(=O)(=O)c3ccc(F)cc3)c2O[C@H]1CN(C)Cc1ccc(Cl)c(Cl)c1
i	i	CCCCCCOC(=O)CC1CC(C(C)=O)C1(C)C (configuration not stated)
i	i	CCOc1ccc(S(=O)(=O)NCCC(=O)N2CC=C(c3ccccc3)CC2)cc1
i	i	CC1CC(C)CN(C(=O)COC(=O)COc2ccc(C#N)cc2)C1 (configuration not stated)
i	i	COCCN(CC(=O)Nc1cccc(C)c1C)C(=O)c1cc2ccccc2cc1OC
i	i	CC1CC(C)CN(CC(=O)Nc2cc(S(=O)(=O)N3CCOCC3)ccc2N2CCCC2)C1 (configuration not stated)
i	i	CC(C)(C)[C@H]1COC(=O)[C@@H](NC(=O)OCC2c3ccccc3-c3ccccc32)C/C=C\C[C@@H](CC(=O)N[C@@H](CO)Cc2ccccc2)C(=O)N1
i	i	COC(=O)c1ccc(Cn2cnc3c(N)ncnc32)cc1
i	i	COc1ccccc1-n1nnnc1SCC(=O)NCC1(N2CCOCC2)CCCCC1
i	i	CC1CCCCC1NC(=O)COc1ccccc1C#N (configuration not stated)
i	i	COc1cc(C(=O)N2CCN(c3cccc(C)c3C)CC2)ccc1OCC(=O)N1CCOCC1
i	i	O=C1OCC(O)=C1Cc1ccccc1
i	i	Cc1ccc(S(=O)(=O)N2CCN(C(=O)COC(=O)/C=C/c3ccc(C(F)(F)F)cc3)CC2)c(C)c1
i	i	CCCCN(C(=O)CCCc1nc2ccccc2c(=O)[nH]1)c1c(N)n(CC(C)C)c(=O)[nH]c1=O
i	i	CN(C)C(=O)c1ccc(NC(=O)CSc2nnc(-c3ccc4c(c3)OCO4)o2)cc1
i	i	O=C(CN1C(=O)c2ccccc2C1=O)NC1CCC(O)CC1 (configuration not stated)
i	i	COC(=O)C1CCN(CC(=O)NC(=O)Nc2ccccc2F)CC1
i	i	C[C@@H]1CN([C@@H](C)CO)C(=O)Cc2cc(NC(=O)Nc3cccc4ccccc34)ccc2O[C@@H]1CN(C)Cc1ccc(C(F)(F)F)cc1
i	i	COc1ccc(C(=O)Nc2nc3nc(-c4ccccc4)cc(=O)n3[nH]2)cc1
i	i	CCN(c1ccccc1)S(=O)(=O)c1ccc(OC)c(NC(=O)c2cc(Cl)ccn2)c1
i	i	O=C1C=C(c2ccc(-c3ccccc3)cc2)C[C@@H](c2ccc(Cl)cc2)C1
i	i	CCc1ccccc1NC(=O)CN1CCN(C(=O)c2cccc(-n3cnnn3)c2)CC1
i	i	O=C(NCc1ccc(F)cc1)c1cc(S(=O)(=O)N2CCCCC2)ccc1Cl
i	i	CCN(CC(=O)NC1CCS(=O)(=O)C1)c1ccc(S(=O)(=O)N(CC)CC)cc1[N+](=O)[O-] (configuration not stated)

Following part
KCNK3 inh	ANO1 activ	Structure
i	i	N#Cc1ccccc1S(=O)(=O)N1CCN(C(=O)CN2CCCC2c2cccs2)CC1 (configuration not stated)
i	i	CC(=O)NC(c1ccco1)c1cc(F)c2cccnc2c1O (configuration not stated)
i	i	COc1ccc(S(=O)(=O)Nc2ccc3c(c2)CC(=O)N([C@@H](C)CO)C[C@H](C)[C@@H](CN(C)S(=O)(=O)c2ccc(F)cc2)O3)cc1
i	i	NNC(=O)c1ccc2ccccc2n1
i	i	N#CCSc1ccccc1NC(=O)COC(=O)CCNC(=O)c1ccc([N+](=O)[O-])cc1
i	i	CN(CC(=O)Nc1cccc(F)c1)C(=O)c1ccccc1Sc1ccccc1C#N
i	i	CCCOc1ccc(C(=O)c2ccccc2C(=O)OC2CCOC2=O)cc1OCCC (configuration not stated)
i	i	CN(C)c1ccc(CNC(=O)CCc2ccc(S(=O)(=O)N3CCCCCC3)cc2)cc1
i	i	CN(Cc1cccs1)C(=O)c1cc(S(=O)(=O)N2CCOCC2)ccc1F

Already shown: 17 of the compounds above.
KCNK3 inh	ANO1 activ	Structure
i	i	COC(=O)C1CCN(CC(=O)NC(=O)Nc2ccccc2F)CC1
i	i	C[C@@H]1CN([C@@H](C)CO)C(=O)Cc2cc(NC(=O)Nc3cccc4ccccc34)ccc2O[C@@H]1CN(C)Cc1ccc(C(F)(F)F)cc1
i	i	COc1ccc(C(=O)Nc2nc3nc(-c4ccccc4)cc(=O)n3[nH]2)cc1
i	i	CCN(c1ccccc1)S(=O)(=O)c1ccc(OC)c(NC(=O)c2cc(Cl)ccn2)c1
i	i	O=C1C=C(c2ccc(-c3ccccc3)cc2)C[C@@H](c2ccc(Cl)cc2)C1
i	i	CCc1ccccc1NC(=O)CN1CCN(C(=O)c2cccc(-n3cnnn3)c2)CC1
i	i	O=C(NCc1ccc(F)cc1)c1cc(S(=O)(=O)N2CCCCC2)ccc1Cl
i	i	CCN(CC(=O)NC1CCS(=O)(=O)C1)c1ccc(S(=O)(=O)N(CC)CC)cc1[N+](=O)[O-] (configuration not stated)
i	i	N#Cc1ccccc1S(=O)(=O)N1CCN(C(=O)CN2CCCC2c2cccs2)CC1 (configuration not stated)
i	i	CC(=O)NC(c1ccco1)c1cc(F)c2cccnc2c1O (configuration not stated)
i	i	COc1ccc(S(=O)(=O)Nc2ccc3c(c2)CC(=O)N([C@@H](C)CO)C[C@H](C)[C@@H](CN(C)S(=O)(=O)c2ccc(F)cc2)O3)cc1
i	i	NNC(=O)c1ccc2ccccc2n1
i	i	N#CCSc1ccccc1NC(=O)COC(=O)CCNC(=O)c1ccc([N+](=O)[O-])cc1
i	i	CN(CC(=O)Nc1cccc(F)c1)C(=O)c1ccccc1Sc1ccccc1C#N
i	i	CCCOc1ccc(C(=O)c2ccccc2C(=O)OC2CCOC2=O)cc1OCCC (configuration not stated)
i	i	CN(C)c1ccc(CNC(=O)CCc2ccc(S(=O)(=O)N3CCCCCC3)cc2)cc1
i	i	CN(Cc1cccs1)C(=O)c1cc(S(=O)(=O)N2CCOCC2)ccc1F
